Source: PubChem
NCI-60 one-dose screen, 48 h, at 10 µM unless noted. Numbers give growth in % (100 = growth as untreated, 0 = no growth, -100 = all killed).
HL-60(TB): HL-60(TB) leukemia cells. hit rate 9% among 78,000. AID 1794776; active = growth percent below 10
The depositor's hits bear a star; & = joins results of further samples; [ ] = dose if it differs, or a comment.

SMILES	HL-60(TB)
CCCCOC(=O)CCC(Br)(Br)Br	112
CC(=O)O[C@@H]1CCN2C(=O)Nc3ccccc3[C@@H]2C1	97
Cc1c(C(=O)NNC(=O)c2ccc(Cl)cc2)nnn1-c1ccc(F)cc1	95
CCC(O)(c1ccccc1)c1ccccc1	100
CC1=COC(C)(C2NC(C)(C)CC(C)O2)CC1 (configuration not stated)	87
CC(=O)OCC1OC(OC(C)=O)C(Cn2cc(COc3ccc4c(c3)NC(=O)CC4)nn2)C(OC(C)=O)C1OC(C)=O (configuration not stated)	112
C=C(C)[C@@H]1CCC=C2CC[C@]3(C)[C@H](CC[C@@H]4[C@@]5(C)Cc6c(n(CC#CCN7CCN(C)CC7)c7ccccc67)C(C)(C)[C@@H]5CC[C@]43C)[C@H]21	103
COc1ccc(C(=O)Nn2c(N)cc3cc(Br)ccc3c2=O)cc1	101
COC(=O)c1nc(-c2ccccc2)oc1S(=O)(=O)N1CCN(c2ccc(OC)cc2)CC1	22
O=C1CC(=O)NC(=O)N1	115
C/C(=N/NC(N)=S)c1sc(Nc2cccc(O)c2)nc1C	101
CC(C(N)=O)N1CCN(c2ccccc2)CC1 (configuration not stated)	101
O=C1NC(=S)NC(=O)C1=Cc1cn(Cc2ccccn2)c2ccccc12	33
CCCCC(CCc1ccccc1[N+](=O)[O-])(C(C)=O)C(=O)OCC (configuration not stated)	107
CCc1cc2c(c3c1C(=O)CC3)C(C)(C)CCC2(C)C	55
CC(C)CNNCC(C)C	113
COc1ccc(OCC(O)CN2CCN(c3cccc(C)c3)CC2)cc1 (configuration not stated)	128
COc1cc(C=C2C(=O)NC(=S)NC2=O)cc(CN2CCOCC2)c1O	112
CC(C)(C)c1nc(-c2ccc(O)c(O)c2)cs1	-5.3*
C=C(C)Cn1c(=O)n(CC(=C)C)c(=O)n(CC(=C)C)c1=O	78

Exported bar-delimited: entries from further up
SMILES | HL-60(TB)
COc1ccc(C(=O)Nn2c(N)cc3cc(Br)ccc3c2=O)cc1 | 101
CCCCC(CCc1ccccc1[N+](=O)[O-])(C(C)=O)C(=O)OCC (configuration not stated) | 107
CC(C)CNNCC(C)C | 113
O=C1NC(=S)NC(=O)C1=Cc1cn(Cc2ccccn2)c2ccccc12 | 33
C=C(C)Cn1c(=O)n(CC(=C)C)c(=O)n(CC(=C)C)c1=O | 78
CCCCOC(=O)CCC(Br)(Br)Br | 112

Next structures follow.
SMILES	HL-60(TB)
COC(=O)CC1=C(c2ccc([N+](=O)[O-])cc2)CCC1=O	100
Cc1c(C(=O)NNC(=O)c2ccc(Br)cc2)sc2ncc(-c3ccc(Br)cc3)n12	117[7 µM]
COC(=O)/C(CCC=C(C)C)=C1\[C@@H](OC(C)=O)C[C@@]2(C)[C@H]1C[C@@H](O)[C@H]1[C@@]3(C)CC[C@H](N4CCOC4)[C@@H](C)[C@@H]3CC[C@@]12C	100
CC(O)COc1ccccc1Cl (configuration not stated)	94
CCOC(=O)C1=C(CSc2nnnn2-c2ccccc2)N(C)C(=O)NC1c1ccccc1 (configuration not stated)	94
C=C1CC[C@@H]2[C@](C)(COC(C)=O)[C@H](OC(C)=O)CC[C@@]2(C)[C@@H]1CC(NC(=O)c1cnccn1)C1=CCOC1=O (some centres not stated)	100
CNC(=O)C(C(=O)OC)c1ccccc1 (configuration not stated)	95
CC1(C)NC(=O)c2[nH]c3c(Cl)c(Cl)ccc3c2C1C#N (configuration not stated)	65
Cc1cc(O)c2c(c1O)C(=O)C13C(=C2O)C(=O)C2C(O)C1C1C(O)C3C(=O)C3=C(O)c4c(O)cc(C)c(O)c4C(=O)C321 (configuration not stated)	-20*
CNC(=O)c1cc(Oc2ccc3nc(NC(=O)c4cccc(Cl)n4)sc3c2)ccn1	78
O/N=C\c1cc(-c2ccc(Br)cc2)on1	112
NS(=O)(=O)c1ccccc1	77
CN(C)C(=S)Nc1ccc(S(=O)(=O)N2CCCCC2)cc1	95
Cc1cc(C)n(C(=O)c2c(C)[nH]c(-c3nc4ccccc4[nH]3)c2C)n1	110
Cc1ccc(CNC(=O)c2[nH]c3ccccc3c2Cl)cc1	113
O=S(=O)(NCCNc1nccc(-c2c(-c3cccc(O)c3)nc3sccn23)n1)c1ccccc1	58
CN(C)c1ccc(C(=O)Nc2nc3c(F)c(F)c(F)c(F)c3s2)cc1	92
Cc1ccc(NC(=O)CS(=O)(=O)c2nc3ccccc3nc2C)cc1	104
O=C1N[C@@H]2[C@@H](O)[C@@H](O)[C@H](O)C[C@H]2c2cc3c(c(O)c21)OCCO3	-19*
CCN(CC)CCOC(=O)c1ccc(NC(=O)COc2ccc3ccccc3c2)cc1	45
NC(CSP(=O)(O)O)=NCC12CC3CC(CC(C3)C1)C2	101
Nc1nc(C(=O)N/N=C/c2ccccc2)nn1-c1ccc(S(N)(=O)=O)cc1	100
CN1CCN(S(=O)(=O)c2ccc(NC(=O)C(Cl)Cl)cc2)CC1	108
O=c1oc2ccc(OS(=O)(=O)c3ccccc3)cc2c2c1CCCCCC2	78
NC(=O)N/N=C1\CCn2cccc21	99
COc1ccc2c(c1)O/C(=C\c1ccccc1OC)C2=O	91
Cc1ccc(C2=NN3C(C2)c2ccccc2OC3c2ccccc2)o1 (configuration not stated)	97
O=[N+]([O-])c1ccc(OS(=O)(=O)c2ccc(Cl)cc2)cc1	94
O=C(Nc1cc(Cl)ccc1Cl)Nc1ccc(Cl)cc1C(=O)c1ccccc1	43
CC(=O)[C@H]1CCC2C3CCC4=CC(=O)CC[C@]4(C)C3CC[C@@]21C (some centres not stated)	55
COc1ccc(C2=NOC(C(=O)N(CCO)CCO)C2)cc1OC1CCCC1 (configuration not stated)	106
CCOC(=O)C(=CNc1cccc(Cl)c1)C(=O)OCC	94
COc1ccc(-c2nc(-c3cc(OC)cc(OC)c3)[nH]c2-c2ccc(OC)cc2)cc1	30
Nc1ccc(-c2nc3nc(N)nc(N)c3nc2-c2ccc(N)cc2)cc1	95
N#Cc1ccc(C(=O)CSc2nc3c(c(Nc4ccc(S(N)(=O)=O)cc4)n2)CCCC3)cc1	92
O=C(Nc1ccccc1)Nc1cccc(-n2cc(-c3ccncc3)c(-c3ccc(O)c(Cl)c3)n2)c1	38
NS(=O)(=O)c1cccc(Nc2nc(SCc3ccccc3)nc3ccccc23)c1	97
O=[N+]([O-])c1ccc(P(=O)(O)O)cc1	105
O=c1[nH]c(=S)ccn1C1OC(CO)C(O)C1O (configuration not stated)	67
COc1ccc(-c2cs/c(=N\N=C\c3ccccc3F)n2-c2ccccc2)cc1	50

A portion from further up, for reference:
SMILES	HL-60(TB)
CC(=O)O[C@@H]1CCN2C(=O)Nc3ccccc3[C@@H]2C1	97
Cc1c(C(=O)NNC(=O)c2ccc(Cl)cc2)nnn1-c1ccc(F)cc1	95
CCC(O)(c1ccccc1)c1ccccc1	100
CC1=COC(C)(C2NC(C)(C)CC(C)O2)CC1 (configuration not stated)	87
CC(=O)OCC1OC(OC(C)=O)C(Cn2cc(COc3ccc4c(c3)NC(=O)CC4)nn2)C(OC(C)=O)C1OC(C)=O (configuration not stated)	112
C=C(C)[C@@H]1CCC=C2CC[C@]3(C)[C@H](CC[C@@H]4[C@@]5(C)Cc6c(n(CC#CCN7CCN(C)CC7)c7ccccc67)C(C)(C)[C@@H]5CC[C@]43C)[C@H]21	103

Later entries:
SMILES	HL-60(TB)
CNc1ccc(/C=C/c2c(F)cccc2Cl)cc1	72
Nc1ccc(/C=N/Nc2ccnc3c(O)cccc23)c2cccnc12	18
NNC(=O)c1ccc(-n2nc(-c3ccccc3)c3ccccc32)cc1	93
CCCC(CCC)(C(N)=O)C(=O)O	104
CCOC(=O)C(C)NC(=O)C(C)NC(=O)OCc1ccccc1 (configuration not stated)	111
COc1ccc(/C=C2\Oc3cc(OCCCCCN4CCCCC4)ccc3C2=O)cc1OC	98
COc1cc(C)cc(-c2[nH]ncc2-c2cc(NCCCO)nc(-c3cccnc3)n2)c1	89
CCOC(=O)c1[nH]cc2c1CCc1sc(Nc3ccccn3)nc1-2	76
Cc1nn(-c2ccc(Cl)cc2)c2c1C(c1ccccc1)C(C#N)=C(N)O2 (configuration not stated)	100
CCCc1nc2c(C)cc(-c3nc4ccccc4n3C)cc2n1Cc1ccc(-c2ccccc2C(=O)O)cc1	89
COc1ccc(C(=O)n2nc(-c3ccncc3)nc2N)cc1OC	92
OCCCN=Cc1ccccc1	103
COc1ccc(C(=O)c2ccc(Br)cc2)c(OC)c1OC	103&121
O=[N+]([O-])c1cccnc1C1OCCO1	101
N#C/C(C(=O)Nc1ccc(S(N)(=O)=O)cc1)=C1\C(=O)Nc2ccc(F)cc21	117
O=C(CCCCCC/C=C\c1csc(Br)n1)NO	78
NNS(=O)(=O)c1ccc([N+](=O)[O-])cc1	78
CCC1C2CC3C4N(C)c5ccccc5C45CC(C2C5O)N3C1O (configuration not stated)	96&87
C[C@@]1(CCC#N)[C@H]2CC[C@@H]3[C@H]4[C@H](C(=O)/C=C/c5cccnc5)CC[C@]4(C#N)CC[C@@]3(C)[C@]2(C)CC[C@H]1C(=O)/C=C/c1cccnc1	46
Cc1noc(N)c1N	71
CC(C)C1CCCCC1C1CCCCC1 (configuration not stated)	95
CCN1C(=O)N(CC)C2C1NN=c1s/c(=C\c3ccccc3)c(=O)n12 (configuration not stated)	-45*
Cc1nc2cc(N)c(Cl)cc2[nH]1	104
COc1ccc(/C=c2\nc3n(-c4ccccc4)c4n(n-3c2=O)CC(=O)N=4)cc1	99
COc1ccc(/C=C2\SC(=S)N(/C=C(/C#N)C(=O)c3ccc4ccccc4c3)C2=O)cc1OC	76
O=C1CC(N2C(=O)CSC2=S)C(=O)N1c1ccc(Cl)cc1 (configuration not stated)	96
O=C(N/N=C/c1ccoc1)c1[nH]c2ccc(Br)cc2c1-c1ccccc1	-27*
COc1cccc(C(=O)O)c1	99
CN1C[C@@H](c2ccc(Cl)cc2)[C@]2(NC(=S)N(c3ccccc3)C2=O)[C@@]12C(=O)NC1C=CC(Br)=C[C@H]12 (some centres not stated)	40
COc1cc(-n2nnc3c4nc(-c5ccc(Cl)cc5)oc(=O)c4c(C)nc32)cc(OC)c1OC	104
NC(N)=NN=c1c(=O)c2ccccc2c1=O	95
O=c1[nH]nc(-c2cc3c([nH]c4ccccc43)c(-c3cccc(O)c3)n2)o1	77
O=c1c2c3c(sc2n2c(CN4CCN(c5ccc(Cl)cc5)CC4)nnc2n1Cc1ccccc1)CCCC3	110
Cc1ccc(Nc2nc(SC(C)C)nc(-c3ccccc3)c2C#N)cc1	118
CN1CCN(c2ccc(C(=O)/C=C3\C(=O)Nc4ccccc43)cc2)CC1	107
C=C1c2c(C)nn(-c3ccc(OC)cc3)c2N(C)C23C[C@@H]1C1(C)c4c(C)nn(-c5ccc(OC)cc5)c4N(C)C(C)(C[C@H]12)C3 (some centres not stated)	-2.2*
O=C1OC(c2ccccc2)(N(Nc2ccccc2)c2ccccc2)c2ccccc21 (configuration not stated)	99
CCCCCCCCCCCCOC1CCN(Cc2ccc(Cl)cc2)c2ccc(OC)cc21 (configuration not stated)	94
O=C(O)c1ccc(-n2cc(/C=N/Nc3c(F)c(F)cc(F)c3F)c(-c3ccc(F)c(F)c3)n2)cc1	73
COc1ccc(-c2nc(SCC(C)C)nc(N/N=C(/C)c3ccc(N)cc3)c2C#N)cc1	79
Cc1ccc(Cc2cnc(NC(=O)CCN3C(=O)/C(=C/c4ccccc4)SC3=S)s2)cc1	100
COc1ccc2nc3cc(Cl)ccc3c(NCCN)c2c1	-52*
COc1cc(Nc2ncccc2NC(=O)c2cn(Cc3cccc(Oc4ccccc4)c3)nn2)cc(OC)c1	65
O=[N+]([O-])c1cccc(C2CC(c3ccccc3)=Nc3ccccc3S2)c1 (configuration not stated)	85
Cc1ncc(CO)c(C=O)c1O	78
CNC[C@@H](O)c1ccc(O)c(O)c1	66
O=C(O)C1C(C(=O)O)C2(Cl)C(Cl)=C(Cl)C1(Cl)C2(Cl)Cl (configuration not stated)	95
C=C1CCC2C3(C)COC(c4ccc(N(C)C)cc4)OC3CCC2(C)C1/C=C/C1=CCOC1=O (configuration not stated)	48
Nc1nc(-c2ccccc2)c(N=Nc2ccc(Cl)cc2Cl)s1	-32*
O=C(O)c1ccc(-n2cc(CNc3cc(Cl)cc(C(F)(F)F)c3)c(-c3ccc(B(O)O)cc3)n2)cc1	101
N#CCCN(CCC#N)Cc1c(O)ccc2ccccc12	114
COc1cc(C(=O)/C=C/c2c(-c3ccc(F)cc3)nc3ccccn23)cc(OC)c1OC	41
O=C1c2ccccc2C(=O)N1CNCCCNCN1C(=O)c2ccccc2C1=O	106
Cn1cc(-c2cc(N)n3nc(-c4c[nH]c5ccccc45)cc3n2)c2cc(Br)cnc21	-67*
Clc1cccc(/C=N/Nc2nc(N/N=C/c3cccc(Cl)c3)nc(N3CCCCC3)n2)c1	97
COC(=O)C(N)Cc1ccc(OC(c2ccccc2)(c2ccccc2)c2ccccc2)cc1 (configuration not stated)	91
COc1ccc(/C=N\Nc2nc(SCC(C)C)nc(-c3ccc(OC)cc3)c2C#N)cc1	36
O=C(CSc1nccn2nc(-c3ccccc3)cc12)Nc1cc(C(F)(F)F)ccc1Cl	95
CCOC(=O)C1=NC(Cc2ccccc2)C(=O)N(c2ccccc2)N1 (configuration not stated)	101
O=C(/C=C/c1sc(N(CCCl)CCCl)nc1Cl)c1ccc(Br)cc1	80

Next entries follow:
SMILES	HL-60(TB)
Cc1c(Cl)cccc1C(=O)Nc1nc2c(s1)CN(C(=O)Nc1ccccc1C(F)(F)F)CC2	102
CCOC(=O)CSC(=S)SCC(=O)OCC	103
COc1cc([C@H]2[C@]3(C(N)=O)C(N)=NC(=C(C#N)C#N)[C@]23C#N)cc(OC)c1OC	103
Cc1ccc(NC(=O)Nc2nc(N)n(-c3ccc(S(N)(=O)=O)cc3)n2)cc1	99

In the list so far, these contain a furan ring, fused or not:
SMILES	HL-60(TB)
Cc1ccc(C2=NN3C(C2)c2ccccc2OC3c2ccccc2)o1 (configuration not stated)	97
O=C(N/N=C/c1ccoc1)c1[nH]c2ccc(Br)cc2c1-c1ccccc1	-27*

A portion of the library; the hit share may differ from the screen's.
